tim10-1 inh – inhibits growth of tim10-1 mutant yeast; S. cerevisiae tim10-1 ts strain growth, BacTiter-Glo, 24 h; actives 2.2% (n = 330,000); inhibition, % at 20 µM;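 active means inhibition of at least 40%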;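 further: mutant grown at 25 °C; 0% = DMSO wells with yeast and 100% = wells holding no yeast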
NLRP3 yeast inh – inhibitors of NALP3 inflammasome in yeast; inhibition, % at 10 µM; Yeast reconstituted NLRP3/ASC/caspase-1, beta-gal luminescence, 24 h; actives 0.39% (n = 330,000);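 active means inhibition of 50% or more; inactive means inhibition below 50%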;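 further: plate controls were induced DMSO wells for no effect and uninduced yeast grown without galactose for full effect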
APJ antag – blocks the human apelin receptor APJ; P35414; CHO-K1 APJ beta-arrestin complementation, luminescence; inhibition, % at 20 µM; actives 0.32% (n = 330,000); AID 2521;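 active means inhibition above about 40% at 20 µM, limit read from the data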;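 further: cells challenged with 10 nM apelin-13 agonist together with compound; plate controls were apelin-13 plus DMSO wells for no effect and DMSO wells lacking apelin-13 for full effect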
Target sequence (P35414 whole entry, looked up): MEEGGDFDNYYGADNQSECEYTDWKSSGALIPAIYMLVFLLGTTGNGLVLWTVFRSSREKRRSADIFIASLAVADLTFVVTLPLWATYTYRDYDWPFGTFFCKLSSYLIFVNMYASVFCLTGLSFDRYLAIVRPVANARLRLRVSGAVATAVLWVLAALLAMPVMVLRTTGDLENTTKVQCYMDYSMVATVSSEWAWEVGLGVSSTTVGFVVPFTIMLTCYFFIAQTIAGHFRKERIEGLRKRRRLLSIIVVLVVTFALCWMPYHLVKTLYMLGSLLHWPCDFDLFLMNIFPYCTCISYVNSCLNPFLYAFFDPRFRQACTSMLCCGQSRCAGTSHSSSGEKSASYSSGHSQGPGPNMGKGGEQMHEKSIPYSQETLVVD
tim23-1 inh – growth inhibitors of tim23-1 mutant yeast; actives 1.3% (n = 330,000); S. cerevisiae tim23-1 growth, BacTiter-Glo luminescence, 24 h; inhibition, % at 20 µM; AID 463212;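 active means growth inhibition of the mutant yeast at or above 50%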;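 further: temperature-sensitive mutant grown at 25 °C; plate controls were DMSO-treated mutant yeast for no effect and medium wells lacking yeast for full effect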
beta cell repl – induces beta-cell replication in MIN6 cells; MIN6 cells proliferation, ATPlite luminescence, 48 h; cells starved in 0.2% serum; 100% = growth in 10% serum; proliferation, % at 10 µM; actives 0.29% (n = 330,000);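 active means compounds whose signal lies at least 3.5 SD above the mean of all wells on their plate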;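 further: 0% = DMSO-treated cells in low-serum medium and 100% = 10% serum control; some compounds called inactive have numbers as strong as hits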
MPTP inh – permeability transition pore inhibition. AID 602449. inhibition, % at 10 µM. isolated mouse mitochondria, Ca2+ swelling absorbance, 30 min. actives 1.4% (n = 360,000);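 active means inhibition of 50% or more, scaled per plate between neutral and stimulator controls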;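 further: 0% = DMSO wells given calcium and 100% = 1 mM EGTA wells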
APJ agonist – activates the human apelin receptor APJ. P35414. activation, % at 20 µM. CHO-K1 APJ PathHunter beta-arrestin, luminescence; 0% DMSO wells, 100% apelin. AID 2520. actives 0.11% (n = 330,000);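 active means activation more than six SD over the plate average, tested at 20 µM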;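 further: 0% = DMSO alone and 100% = apelin-13 at 10 nM; some results filed as inactive read as strong as hits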
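Incubation: overnight seeding, 90 min compound at 25 °C, 1 h detection; test system: PathHunter CHO-K1 APJ (AGTRL-1) beta-arrestin reporter cells; amount: 1000 cells/well; doses: one dose, 20 µM compound, 1% DMSO; measured by: beta-gal luminescence; measure: agonist-driven arrestin binding to APJ; benchmarks: negative DMSO alone, positive Apelin-13 at 10 nM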
GRIN3A LBD mod – NR3A (human) ligand-binding domain modulation. NR3A LBD differential scanning fluorimetry, Tm shift; 0% = protein alone, 100% = glycine-bound protein. Tm shift relative to glycine control, % at 25 µM. actives 2.5% (n = 340,000). AID 1259313;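 active means melting temperature shift of at least 10% of the positive control shift, at one fixed dose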
TIM10 inh – growth inhibitors of TIM10 yeast strain; S. cerevisiae TIM10 strain growth, BacTiter-Glo luminescence, 24 h; inhibition, % at 10 µM; actives 1.4% (n = 330,000); AID 463195;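 active means inhibition of 40% or more at the single tested concentration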;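 further: wild-type TIM10 isogenic control strain grown at permissive 25 °C; 0% = DMSO yeast wells and 100% = minimal medium wells without yeast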
The depositor's hits bear a star; x = not tested or not shown.

smiles	tim10-1 inh	NLRP3 yeast inh	APJ antag	tim23-1 inh	beta cell repl	MPTP inh	APJ agonist	GRIN3A LBD mod	TIM10 inh
Cc1noc(C)c1C(=O)N1CCN(c2ncccn2)CC1	-2.8	21.8	-0.7	5.1	-1.1	-0.9	1.4	1.7	-7.2
CC1=C(C(=O)OC2CCCCC2)C(c2ccc(N(C)C)cc2)NC(=O)N1 (stereo unspecified)	0.8	13.1	7.5	11.2	-1.2	6.5	-4.2	-1.1	-6.8
O=c1[nH]c(CSc2nnc(-c3cccnc3)n2C2CCCCC2)nc2ccccc12	12.5	-2.2	-3.1	8.6	-1.7	-1.6	0.0	-1.1	14.5
O=C(c1ccc(F)cc1)N1CCN(C2CCC(c3ccccc3)CC2)CC1 (stereo unspecified)	-27.5	19.5	-3.2	-390.6	-2.7	0.8	-1.6	-0.7	-48.8
CCCC(=O)Nc1ccccc1NC(=O)c1ccc(OC)cc1	3.0	-12.6	4.2	1.3	2.9	-0.1	-0.3	-1.5	6.7
CCN(C(=O)COc1ncnc2ccccc12)C1CCCCC1	-15.6	-2.9	-7.9	-5.5	-0.1	-0.4	-3.6	-0.6	-20.9
Cc1c(C2C(C#N)=C(N)N(c3cccc([N+](=O)[O-])c3)C3=C2C(=O)CCC3)cnn1C (stereo unspecified)	5.5	-0.4	3.9	6.4	0.8	x	1.7	x	1.7
N#Cc1c(NC(=O)CCN2C(=O)c3ccccc3C2=O)oc(-c2ccccc2)c1-c1ccccc1	-33.7	-12.6	-7.8	-15.9	-1.4	0.4	-0.5	-1.6	-27.3
COC(=O)CSc1nnnn1-c1cccc2ccccc12	14.8	17.5	10.2	-6.5	-1.4	-0.5	-1.2	-0.5	-2.5
O=C(CSc1ccc(-c2ccccn2)nn1)c1ccc([N+](=O)[O-])cc1	-7.4	13.7	-12.0	-3.2	-4.4	1.7	8.5	-0.9	-3.5

Profiles, looked up by structure.
`CCCC(=O)Nc1ccccc1NC(=O)c1ccc(OC)cc1` is listed with tim10-1 inh: 3.0; NLRP3 yeast inh: -12.6; APJ antag: 4.2; tim23-1 inh: 1.3; beta cell repl: 2.9; MPTP inh: -0.1; APJ agonist: -0.3; GRIN3A LBD mod: -1.5; TIM10 inh: 6.7
`COC(=O)CSc1nnnn1-c1cccc2ccccc12` is listed with tim10-1 inh: 14.8; NLRP3 yeast inh: 17.5; APJ antag: 10.2; tim23-1 inh: -6.5; beta cell repl: -1.4; MPTP inh: -0.5; APJ agonist: -1.2; GRIN3A LBD mod: -0.5; TIM10 inh: -2.5

(further entries)
smiles	tim10-1 inh	NLRP3 yeast inh	APJ antag	tim23-1 inh	beta cell repl	MPTP inh	APJ agonist	GRIN3A LBD mod	TIM10 inh
CCN(Cc1ccc(OC)c(F)c1)C(=O)c1cc2ccccc2o1	13.1	23.0	1.9	25.0	0.0	-0.9	-3.4	1.1	1.2
C[N+]1(CCN2C(=O)C3CC=C(Cl)CC3C2=O)CCOCC1 (stereo unspecified)	-10.7	9.0	6.0	-1.9	-2.4	-0.2	0.0	1.2	-8.5
CCOc1ccc(-c2csc(NC(=O)c3cccc(N4C(=O)CCC4=O)c3)n2)cc1	6.4	-2.8	-27.8	9.6	-2.2	2.3	0.0	-1.4	-0.6
CCC(C)(C)C1CCC2(CC1)NC(=O)N(CC(=O)NCCOc1ccccc1)C2=O (stereo unspecified)	12.9	17.2	-9.0	5.6	-3.7	-1.6	4.3	-1.4	2.8
CCS(=O)(=O)NCc1csc(C)n1	0.7	10.8	-4.8	12.7	-0.8	-1.3	-3.4	0.5	-3.3
O=C(N/N=C/c1ccncc1)c1ccc(COc2cccc3cccnc23)cc1	17.3	8.3	-14.4	10.7	-3.0	-0.9	0.9	2.6	-4.3
COC(=O)CCCC(=O)NCC1(N(C)Cc2ccccc2)Cc2ccccc2C1	2.5	15.9	19.7	2.4	0.8	-0.2	-3.6	1.4	-10.6
COc1cc(OC)c(-n2cc(-c3ccc(Cl)cc3)[nH]c2=O)cc1Cl	16.8	12.2	5.2	4.8	2.2	-1.1	-2.0	0.8	1.9
Cc1cc(C)n(-c2cccc(C(=O)O)c2)n1	3.0	-3.3	-8.3	3.0	-0.7	-0.6	2.3	2.2	6.1
Cc1ccc(S(=O)(=O)N2[C@@H](c3ccc(Br)cc3)C(C(=O)O)=CC[C@H]2c2cccc(Cl)c2)cc1	25.1	-11.7	7.4	24.5	-2.3	1.1	-2.6	-8.5	15.4
O=C(Nc1ccc(-c2nnc(-c3ccccc3)o2)cc1)C1CCCO1 (stereo unspecified)	29.8	27.5	10.9	12.0	-0.8	-0.4	-1.2	2.4	32.7
CCOC(=O)c1sc2nc(C)nc(NCCc3ccc(S(N)(=O)=O)cc3)c2c1C	10.5	2.3	6.4	-0.7	0.4	0.1	-0.6	2.4	10.5
Clc1ccccc1N/N=C/c1ccc2c(c1)OCO2	9.1	36.7	-11.0	32.1	0.0	3.5	0.1	-22.6	3.4
Cc1ccccc1OCC(O)Cn1c(Br)nc2c1c(=O)n(C)c(=O)n2C (stereo unspecified)	-0.1	28.4	5.8	5.6	1.7	3.2	-1.5	0.1	5.8
Cc1cc(=O)n(CCC(=O)O)c2ccccc12	-14.7	7.4	8.0	12.5	-3.0	-0.3	-1.6	-1.0	-9.1
COc1ccc2oc(C(=O)Nc3ccc(N4CCOCC4)cc3)c(C)c2c1	-4.9	20.3	-12.5	7.4	-2.5	-0.3	1.5	-10.0	-7.3
CN1CCN(S(=O)(=O)CC2(C)C3CCC2(C)C(=O)C3Br)CC1 (stereo unspecified)	5.7	7.6	7.6	6.5	4.2	1.9	-3.0	-1.7	0.7
O=C(NCc1ccncc1)Nc1ccccc1	9.4	1.7	-1.1	10.2	-0.3	9.3	-3.3	-0.3	4.4
Cc1ccc(SCCC(=O)Nc2ccc(OCc3ccccc3)cc2)cc1	13.4	13.5	4.4	-13.4	-1.0	-0.8	-2.4	-8.6	-21.4
O=C1/C(=C/c2ccccc2[N+](=O)[O-])COc2ccccc21	24.9	71.3*	0.6	-37.1	-5.6	-2.8	-0.6	0.5	79.0*
CC1CC(c2ccccc2)NS(=O)(=O)O1 (stereo unspecified)	7.3	11.6	10.2	9.8	-0.6	0.4	-5.5	-1.4	-12.9
CN(c1ccc(C(=O)NCc2cccs2)cc1)S(=O)(=O)c1ccccc1	10.2	22.5	-3.3	23.6	-2.0	0.4	-2.6	0.2	10.3
COc1cc(NC(=O)C(F)(F)F)cc(OC)c1	7.5	10.3	6.0	5.5	3.3	1.8	-2.7	1.9	15.4
C=CCn1c(=O)/c(=C\c2ccsc2)s/c1=C(/C#N)C(=O)NCCN1CCOCC1	-4.9	-0.9	9.8	-9.5	-3.6	-0.6	-4.2	1.5	-13.4
Cc1ccc2nc(/C(C#N)=C\c3cc(O)ccc3[N+](=O)[O-])[nH]c2c1	-6.6	22.3	-5.7	7.9	-3.6	-1.8	-3.4	-9.1	-0.6
C/C=C\C=C\C(=O)Nc1cccc(C2=NOC3(C2)C[C@H](C(N)=O)N(C(=O)c2ccccc2C(=O)c2ccccc2)C3)c1 (stereo partly specified)	4.9	-12.7	-24.0	5.2	-3.9	x	3.3	-8.4	-0.6
COc1cccc(NC(=O)CN2C(=O)C3(OCCCO3)c3ccccc32)c1	14.6	10.8	-16.8	19.8	-3.0	-0.8	-4.8	11.1*	-4.4
CC1(C)CC(=O)C(C=NCCN2CCN(C3CC(=O)N(c4ccc(F)cc4)C3=O)CC2)=C(O)C1 (stereo unspecified)	1.5	8.7	13.3	4.4	-0.3	-0.2	1.6	-0.3	-13.7
O=C(O)/C=C/C(=O)NNC(=O)c1ccccc1Br	1.0	3.1	19.9	15.9	3.1	-1.9	-2.1	-1.3	-1.9
CC1Cc2cc(S(=O)(=O)NCCc3ccccc3)ccc2N1C(=O)C1CC1 (stereo unspecified)	23.0	15.5	-33.1	31.1	-5.1	12.8	5.1	0.8	10.4

Already shown: entries from further up.
smiles	tim10-1 inh	NLRP3 yeast inh	APJ antag	tim23-1 inh	beta cell repl	MPTP inh	APJ agonist	GRIN3A LBD mod	TIM10 inh
CC1(C)CC(=O)C(C=NCCN2CCN(C3CC(=O)N(c4ccc(F)cc4)C3=O)CC2)=C(O)C1 (stereo unspecified)	1.5	8.7	13.3	4.4	-0.3	-0.2	1.6	-0.3	-13.7
O=C(O)/C=C/C(=O)NNC(=O)c1ccccc1Br	1.0	3.1	19.9	15.9	3.1	-1.9	-2.1	-1.3	-1.9
CC1Cc2cc(S(=O)(=O)NCCc3ccccc3)ccc2N1C(=O)C1CC1 (stereo unspecified)	23.0	15.5	-33.1	31.1	-5.1	12.8	5.1	0.8	10.4

Following part
smiles	tim10-1 inh	NLRP3 yeast inh	APJ antag	tim23-1 inh	beta cell repl	MPTP inh	APJ agonist	GRIN3A LBD mod	TIM10 inh
COc1ccc(S(=O)(=O)NCCN2CCOCC2)cc1Br	-17.6	5.6	-17.7	8.0	-0.6	-0.8	2.4	-1.4	-8.5
COc1cc(NC(=O)CN(C)CCOc2ccccc2)c(C)cc1[N+](=O)[O-]	-18.6	14.9	5.4	11.3	-0.9	0.7	-1.8	-2.7	11.8
Cc1ccc(C(=O)CSc2cnc3ccccc3n2)cc1C	16.5	36.4	-6.5	-8.9	-1.5	10.2	-1.5	0.2	-12.4
Cc1ccc(NC2CCCN(C(=O)Cc3nonc3C)C2)cc1C (stereo unspecified)	1.9	10.4	-1.1	5.0	1.2	0.5	1.2	-1.6	0.7
CCOC(=O)C1=NN(c2ccc([N+](=O)[O-])cc2)CC1C(=O)OC (stereo unspecified)	13.8	2.4	11.0	16.3	0.0	0.6	-0.2	-3.8	10.0
Cc1c(N=c2scc(-c3ccccc3)n2CCO)c(=O)n(-c2ccccc2)n1C	-12.8	4.7	-4.2	0.6	-0.4	1.0	-2.9	0.2	-15.8
O=C(Nc1ccc(C(=O)O)cc1)/C(=C\c1ccco1)NC(=O)c1ccco1	5.4	25.5	15.7	7.9	-2.2	-0.3	-0.7	0.2	-13.0
CC(C)(C)OC(=O)N/N=C/c1c[nH]c2ccccc12	17.9	7.1	5.8	23.0	-1.9	0.3	-2.1	-41.8	21.2

From PubChem
